Rv3671c protease – inhibits the M. tuberculosis serine protease Rv3671c; inhibition, % at 5.96 µM; 320,000 tested, 0.048% active; P9WHR9; in the data active means inhibition above about 38%;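 further: extracellular domain of Rv3671c used as enzyme; 0% = enzyme with DMSO and 100% = no enzyme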
Target sequence (P9WHR9 whole entry, looked up, the tested form may be a part): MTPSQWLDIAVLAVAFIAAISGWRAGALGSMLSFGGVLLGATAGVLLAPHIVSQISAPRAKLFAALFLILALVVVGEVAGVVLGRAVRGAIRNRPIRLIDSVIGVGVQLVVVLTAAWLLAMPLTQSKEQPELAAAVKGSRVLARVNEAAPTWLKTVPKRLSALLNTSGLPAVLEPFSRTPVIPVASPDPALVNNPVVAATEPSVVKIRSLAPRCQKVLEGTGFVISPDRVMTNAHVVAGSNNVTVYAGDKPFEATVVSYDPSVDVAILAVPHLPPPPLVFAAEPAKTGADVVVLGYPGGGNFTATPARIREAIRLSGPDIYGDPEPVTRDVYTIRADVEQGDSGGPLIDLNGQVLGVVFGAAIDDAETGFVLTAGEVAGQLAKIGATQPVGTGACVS
PrPC surface inh – inhibitors of human cell surface prion protein PrPC; 370,000 tested, 0.43% active; AID 720596; P04156; TR-FRET read-out; inhibition, % at 13.8 µM; in the data active means inhibition above about 24%; further: 0% = median of the test wells and 100% = reference compound wells
Vc quorum ag – quorum light induction in luxS cqsA deficient V. cholerae; V. cholerae BH1578 lux reporter, luminescence, 6 h; activation, % at 18.7 µM; 350,000 tested, 0.16% active; AID 588436; in the data active means activation mostly above about 9.7%, no sharp cut-off; further: not every result past the cut was called active; inactives centre near 0; reference of the scale not given here
SSB-PriA inh – K. pneumoniae PriA-SSBct interaction inhibition; AlphaScreen SSBct-PriA binding, biotinylated peptide; inhibition, % at 33 µM; 430,000 tested, 0.6% active; in the data active means inhibition mostly above about 37%, no sharp cut-off; inactive means mostly below about 20%;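 further: plate controls were negative control peptide for no effect and reference peptide for full effect; strong numbers were not always called active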
SARS 3CLpro inh – SARS-CoV 3CLpro protease inhibition; P0C6X7; recombinant SARS-CoV 3CLpro, quenched FRET peptide cleavage; inhibition, % at 6 µM; 290,000 tested, 0.14% active; AID 1706; in the data active means inhibition above about 12%
MazEF act – activators of E. coli MazEF toxin-antitoxin RNase; P0AE70; FAM/BHQ RNA-DNA oligo cleavage fluorescence, 5 h; activation, % at 20 µM; 350,000 tested, 0.32% active; in the data active means activation above about 50%
Target sequence (P0AE70 whole entry, looked up): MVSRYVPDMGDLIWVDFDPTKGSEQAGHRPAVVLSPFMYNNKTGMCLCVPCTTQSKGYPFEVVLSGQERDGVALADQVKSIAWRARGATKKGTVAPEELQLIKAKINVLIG
Y pestis TopoI – inhibitors of Yersinia pestis topoisomerase I; Y. pestis Topo-I cleavage product accumulation, plate reader; activity, % at 10 µM; 360,000 tested, 0.064% active; in the data active means activity above about 50%, passing the limit was not always enough; further: inactives centre near 2
CCHF vOTU inh – blocks the CCHF virus ovarian tumor domain protease; AID 651958; 370,000 tested, 0.55% active; inhibition, % at 11.5 µM; CCHFV vOTU protease, Pep-AMC fluorescence; in the data active means inhibition above about 30%; further: 0% = vehicle wells with enzyme and 100% = no enzyme wells
VHR inh abs – inhibitors of human VHR1 phosphatase (DUSP3) | P51452 | recombinant VHR phosphatase, pNPP absorbance | inhibition, % at 13.3 µM | 290,000 tested, 0.52% active; in the data active means inhibition above about 50%; further: some compounds called inactive have numbers as strong as hits
Target sequence (P51452 whole entry, looked up): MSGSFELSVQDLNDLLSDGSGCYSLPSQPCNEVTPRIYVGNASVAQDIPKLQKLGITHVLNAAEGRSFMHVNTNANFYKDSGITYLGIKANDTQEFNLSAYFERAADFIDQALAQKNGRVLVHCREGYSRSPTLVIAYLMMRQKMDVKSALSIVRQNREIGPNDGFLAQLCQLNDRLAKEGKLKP
TcdB GH inh – blocks C. difficile toxin B glycohydrolase activity | TcdB glycohydrolase enzymatic assay, plate reader | inhibition, % at 9.99 µM | 350,000 tested, 0.24% active; in the data active means inhibition above about 10%
* hit, by the source's call; i = inactive; . = not tested or not shown; & = joins results of further samples. A portion of the library; the hit share may differ from the screen's.

SMILES	Rv3671c protease	PrPC surface inh	Vc quorum ag	SSB-PriA inh	SARS 3CLpro inh	MazEF act	Y pestis TopoI	CCHF vOTU inh	VHR inh abs	TcdB GH inh
COCc1nnc(NC(=O)c2ccc(Cl)cc2[N+](=O)[O-])s1	3	-4	-0.2	-10	6	6	1	6	0	.
Cc1csc(NC(=O)Cc2ccccc2Cl)n1	0	1	-0.8	-4	0	4	-14	3	1	1.7
Cc1ccc(-c2nc(C3CCN(S(=O)(=O)c4ccc(C(F)(F)F)cc4)CC3)no2)cc1	-6	2	0.5	-15	1	-3	-1	9	-4	.
COc1ccccc1C=NNC(=O)c1ccccc1OCCOc1ccccc1	-34	0	-0.3	0	.	-14	-5	-1	.	2.2
CCN1C(=O)S/C(=C/c2ccsc2)C1=O	-5	2	-1.4	9	0	0	4	16	-2	.
COC(=O)c1ccccc1NC(=O)Cn1cnc2c(cnn2-c2ccccc2)c1=O	-3	.	0.2	-3	2	63*	14	.	16	0.1
O=C(NC(=S)Nc1cccc(O)c1)C12CC3CC(CC(C3)C1)C2	.	-3	-0.8	.	.	9	6	14	.	1.2
COc1ccc(C2=CC(=O)C[C@H](c3ccc(OC)c(OC)c3)C2)cc1	-2	-8	0.8	-1	.	0	34	6	.	0.4
CCCN1C(=O)c2cc(C(=O)Nc3ccccc3CC)ccc2C1O (stereo not given)	-1	-4	-0.4	-11	-3	3	3	0	23	-9.4
CCN(C[C@H]1N[C@@](Cc2ccccc2)(C(=O)OC)[C@H]2C(=O)N(Cc3ccccc3)C(=O)[C@@H]12)C(=O)Nc1ccc(F)cc1	-3	6	-1.0	-10	.	-2	4	11	.	-2.0
C/C(CC(=O)Nc1ccccn1)=N\NC(=O)c1ccc([N+](=O)[O-])cc1Cl	2	-15	-0.4	.	2	4	-3	4	-2	-0.3
COc1ccccc1OCCn1cc(/C=C(\C#N)C(=O)NCc2cccs2)c2ccccc21	-18	1	-0.2	5	2	6	11	2	17	0.5
CC1(C)CC(=O)C/C(=N\NC(=O)C2C3CCCCC32)C1 (stereo not given)	-1	0	0.6	.	-2	4	1	-1	-5	0.2
Cc1cccc2c1NC(C)CC2C (stereo not given)	6	1	-1.0	7	-2	0	7	1	-4	.
Cc1cc(OCC(=O)NCc2ccncc2)c2c3c(c(=O)oc2c1)CCCC3	0	-8	-0.2	-12	-4	6	29	-18	9	0.1
COc1ccc(C2CC(c3cccs3)=NN2C(=O)CSc2nc3c(cnn3-c3ccccc3)c(=O)[nH]2)cc1 (stereo not given)	-7	0	-0.3	2	0	-8	1	-1	-11	0.3
Cc1sc(NC(=O)c2cccc([N+](=O)[O-])c2)c(C(N)=O)c1-c1ccc(C(C)(C)C)cc1	-1	-6	4.8	-16	2	2	-3	-3	8	.
CCOc1cc(C(=S)N2CCCCC2)ccc1OS(=O)(=O)c1ccc(Cl)cc1	-13	9	-0.3	1	3	-3	-2	6	32	.
CCn1ncc(C(=O)Nc2ccc(F)cc2)c1C	6	5	-0.4	-3	.	8	-9	-8	.	0.1
O=C(Cn1cnc2ccccc21)c1ccc(Br)cc1	4	0	i	28	6	3	7	-11	15	-5.0
CC(C)[C@H](NC(=O)OCc1ccccc1)C(=O)OCC(=O)NCc1ccco1	.	-6	-0.7	-9	.	-25	0	-1	.	2.0
COc1cc(C(=S)N2CCOCC2)ccc1OC(=O)c1ccccc1	-2	9	-0.8	-13	-2	1	4	-11	-8	0.9
CCOC(=O)c1cc(C#N)c(=S)[nH]c1C	3	-2	-0.5	-15	5	7	11	2	15	1.2
COc1cc(NC(=O)C(C)(C)C)c(C(=O)OCC(=O)Nc2cc(C)on2)cc1OC	.	-2	i	.	.	3	0	-8	.	0.2
CCOC(=O)CNc1ccc2c(c1)OCO2	6	3	3.2	-1	-1	13	-6	2	28	.
SMILES	Rv3671c protease	PrPC surface inh	Vc quorum ag	SSB-PriA inh	SARS 3CLpro inh	MazEF act	Y pestis TopoI	CCHF vOTU inh	VHR inh abs	TcdB GH inh
COc1cccc(N2CCN(C(=O)c3cccc(NC4=NC5CS(=O)(=O)CC5S4)c3)CC2)c1 (stereo not given)	0	1	-0.2	-2	-2	3	2	-3	33	1.7
CC(C)(C)OC(=O)N1CCC(CC2CC(c3ccccc3)=NO2)(C(=O)NCc2ccccc2)CC1 (stereo not given)	-6	-3	-0.8	9	.	5	18	12	.	1.3
O=C(Nc1ccccc1Cl)O/N=C/c1ccncc1	7	2	-6.2	.	1	8	0	-14	.	.
O=C(O)c1ccc(Oc2nc3ccccc3s2)cc1	.	2	i	0	.	4	-4	3	.	0.1
O=C(NNC(=O)c1cc2ccccc2oc1=O)c1ccccc1	-6	-12	i	-14	3	-2	1	22	38	1.3
CCOC(=O)c1cc2c(OC)ccc(OC)c2n1CC(=O)c1ccccc1	1	-4	-1.4	-8	3	-1	16	1	32	2.0
CCOC(=O)CC(NS(=O)(=O)c1ccc(NC(C)=O)cc1)c1ccc(OCC)cc1 (stereo not given)	12	-6	i	-28	-5	-2	-2	1	27	.
C[C@@H]1CN([C@H](C)CO)C(=O)CCCn2nncc2CO[C@H]1CN(C)C(=O)NC1CCCCC1	.	-1	-0.6	.	.	9	9	12	.	1.2&-0.8
COc1ccc(OC)c(-c2csc(NC(=O)COC(=O)c3ccc(NC(=O)CC#N)cc3)n2)c1	-84	.	-0.6	5	.	-7	-10	.	.	.
O=C(NNC(=O)C1CCN(S(=O)(=O)c2ccc(Cl)cc2)CC1)c1ccc(Cl)cc1	1	3	i	-11	2	2	4	-6	2	.
Cc1ccsc1C(=O)C1CCCN(Cc2sc(N(C)C)nc2Cl)C1 (stereo not given)	-2	1	0.0	-21	-2	-17	-14	-3	16	0.7
CC(=O)N1CCN(c2ccc(Oc3nc(-c4ccccc4)nc4ccccc34)cc2)CC1	.	-8	-0.5	-8	.	-5	10	0	.	0.7
Cc1ccc(NS(=O)(=O)c2ccc(C)c(C(=O)N3CCN(C)CC3)c2)cc1	4	5	i	-25	-3	-4	-7	5	10	.
CCC(CNC(=O)c1c(C)nn(-c2ccccc2)c1Cl)c1ccccc1 (stereo not given)	-2	2	-10	-18	-5	-2	33	17	21	1.5
CCCn1c(N)c(N(CCOC)C(=O)C2CCCC2)c(=O)[nH]c1=O	-3	-1	i	-6	.	-5	4	4	.	-2.7
OC(c1ccco1)c1nc(-c2ccc(F)c(Cl)c2)cs1 (stereo not given)	.	9	-0.9	.	.	.	9	10	.	-3.1
Cc1ccc(S(=O)(=O)CCC(=O)N(Cc2nnc(-c3ccc(Cl)cc3)o2)C2CC2)cc1	-2	-5	i	-2	.	-1	0	-4	.	0.2
CSCCC(C)N1CCC(Oc2ccc(C(=O)N3CCCC3)cc2)CC1 (stereo not given)	2	-11	0.7	-6	-3	-14	9	-3	42	1.3
O=C(NCc1ccco1)C12CC3CC(CC(C3)C1)C2	-6	-3	.	-7	-3	-5	0	12	-14	.
Cc1ccc(NC(=O)COc2coc(CN3CCc4ccccc43)cc2=O)c(C)c1	-7	13	-12	12	.	-1	37	2	.	-0.1
O=[N+]([O-])c1cc(NCCO)c(N2CCCCCC2)c2nonc12	3	-36	0.7	9	-6	10	-1	0	10	1.0
CC(=O)c1ccc(Oc2ccc(C(C)=O)cc2)cc1	-4	-6	0.3	2	-5	-1	-1	-1	27	.
COC(=O)c1ccc(COc2ccccc2/C=C(\C#N)C(=O)Nc2ccc(C)cc2C)cc1	2	-1	i	-9	0	-24	-6	7	5	1.3
COc1ccccc1N1CCN(CC(=O)NCc2ccc(Cl)cc2)CC1	7	7	-0.3	-5	-10	-3	15	-6	4	-4.2
CCCCNC(=O)/C(C#N)=C/c1ccc(C(=O)OC)cc1	4	.	-0.3	-10	0	8	-13	.	-15	.

Part of the list above in order of SMILES length, rising.
SMILES	Rv3671c protease	PrPC surface inh	Vc quorum ag	SSB-PriA inh	SARS 3CLpro inh	MazEF act	Y pestis TopoI	CCHF vOTU inh	VHR inh abs	TcdB GH inh
O=C(O)c1ccc(Oc2nc3ccccc3s2)cc1	.	2	i	0	.	4	-4	3	.	0.1
CC(=O)c1ccc(Oc2ccc(C(C)=O)cc2)cc1	-4	-6	0.3	2	-5	-1	-1	-1	27	.
OC(c1ccco1)c1nc(-c2ccc(F)c(Cl)c2)cs1 (stereo not given)	.	9	-0.9	.	.	.	9	10	.	-3.1
CCCCNC(=O)/C(C#N)=C/c1ccc(C(=O)OC)cc1	4	.	-0.3	-10	0	8	-13	.	-15	.
COc1ccccc1N1CCN(CC(=O)NCc2ccc(Cl)cc2)CC1	7	7	-0.3	-5	-10	-3	15	-6	4	-4.2
CSCCC(C)N1CCC(Oc2ccc(C(=O)N3CCCC3)cc2)CC1 (stereo not given)	2	-11	0.7	-6	-3	-14	9	-3	42	1.3
O=[N+]([O-])c1cc(NCCO)c(N2CCCCCC2)c2nonc12	3	-36	0.7	9	-6	10	-1	0	10	1.0
CCC(CNC(=O)c1c(C)nn(-c2ccccc2)c1Cl)c1ccccc1 (stereo not given)	-2	2	-10	-18	-5	-2	33	17	21	1.5
CCCn1c(N)c(N(CCOC)C(=O)C2CCCC2)c(=O)[nH]c1=O	-3	-1	i	-6	.	-5	4	4	.	-2.7
Cc1ccc(NS(=O)(=O)c2ccc(C)c(C(=O)N3CCN(C)CC3)c2)cc1	4	5	i	-25	-3	-4	-7	5	10	.
CC(=O)N1CCN(c2ccc(Oc3nc(-c4ccccc4)nc4ccccc34)cc2)CC1	.	-8	-0.5	-8	.	-5	10	0	.	0.7
COc1cccc(N2CCN(C(=O)c3cccc(NC4=NC5CS(=O)(=O)CC5S4)c3)CC2)c1 (stereo not given)	0	1	-0.2	-2	-2	3	2	-3	33	1.7
CC(C)(C)OC(=O)N1CCC(CC2CC(c3ccccc3)=NO2)(C(=O)NCc2ccccc2)CC1 (stereo not given)	-6	-3	-0.8	9	.	5	18	12	.	1.3
C[C@@H]1CN([C@H](C)CO)C(=O)CCCn2nncc2CO[C@H]1CN(C)C(=O)NC1CCCCC1	.	-1	-0.6	.	.	9	9	12	.	1.2&-0.8

(next part)
SMILES	Rv3671c protease	PrPC surface inh	Vc quorum ag	SSB-PriA inh	SARS 3CLpro inh	MazEF act	Y pestis TopoI	CCHF vOTU inh	VHR inh abs	TcdB GH inh
Cc1ccc(C(C(=O)NCC2CCCO2)N(C(=O)c2snc(C(N)=O)c2N)c2ccc(F)cc2)o1 (stereo not given)	-8	-8	-0.2	-11	0	4	7	-2	-3	0.8
CN(Cc1ccc(OCC(O)CN(C)Cc2ccccc2)cc1)Cc1nccn1C (stereo not given)	4	-4	i	-8	-2	15	9	4	27	0.3
COc1cccc(NC(=O)CSc2c3c(nc4ccccc24)CCCC3)c1	-13	5	i	4	0	-15	19	-12	4	.
OC(c1ccc(F)cc1)c1ncc(-c2cccc(C(F)(F)F)c2)[nH]1 (stereo not given)	.	-4	-1.3	.	.	.	-4	16	.	1.7
CC(C)c1ccc(CC(=O)N2CCC2(C)C(=O)Nc2ccccc2)cc1 (stereo not given)	.	2	i	.	.	.	27	6	.	0.6
COC(=O)c1cc(COC(=O)CNC(=O)c2cccc(C)c2)oc1C	0	7	i	-7	.	1	-3	16	.	2.0
O=C(CCC(=O)Nc1ccccc1)N/N=C/c1ccco1	-7	5	i	.	4	5	-4	-18	12	3.2
Cc1cc(C)n2nc(C(=O)NCc3ccco3)cc2n1	-5	3	i	-2	0	1	3	-4	30	0.9
COc1ccc(-c2cc(C(=O)N/N=C/c3cc(OC)c(OC)cc3OC)c3ccccc3n2)cc1	3	-6	1.2	.	.	-6	-2	-8	.	-0.3
Cc1ccc(S(=O)(=O)NCCN2CCNC2=O)cc1	4	5	-1.4	-2	1	8	18	-6	31	1.0
O=C(COC(=O)c1cncc(Br)c1)Nc1nc(-c2ccc(F)cc2)cs1	3	0	i	-9	1	-16	3	-3	-1	0.6

Source: PubChem BioAssay
